GC-A act: GC-A (human) enzyme activation. P16066. HEK293 GC-A cells, cGMP TR-FRET, EC30 ANP; 0% at EC30 ANP, 100% saturating ANP. activation, % at 10 µM. 0.14% of 370,000 active. AID 1671463; in the data active = activation above about 40%
hcDAF12 agonist: activates DAF-12 receptor from parasite H. contortus; HEK293 hcDAF-12 lit1-tk-luc reporter, luminescence; 0% DMSO, 100% Δ7-dafachronic acid; activation, % at 6.8 µM; 1.4% of 370,000 active; AID 652067;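 active = activation above the mean of all tested compounds plus 3 SD, cut at about 5.5% in these data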;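 note: 100% = response to 3 µM Δ7-dafachronic acid high control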
FXN GAA850 act: increases GAA850 frataxin promoter reporter activity | HEK293 lucGAA850 FXN promoter luciferase reporter, 24 h; percent of 10 µM SAHA response | activation, % at 6 µM | 0.56% of 360,000 active;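 active = activation above the average of all compounds screened plus 3 SD, cutoff fixed separately per campaign, cut at about 7.5% in these data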;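 note: 0% = DMSO wells and 100% = 10 µM SAHA wells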
GC-B act: GC-B (human) receptor activation | P20594 | HEK293-GC-B cells, CNP EC30, cGMP TR-FRET; 0% at EC30 CNP, 100% saturating CNP | activation, % at 10 µM | 0.11% of 370,000 active;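 active = activation at 10 µM reaching about 35% in either raw or pattern-adjusted values, limit read from the data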
ssDAF-12 act: activators of S. stercoralis DAF-12 nuclear receptor; HEK293 ssDAF-12/GRIP1 lit1-tk-luc reporter, luminescence; % of 3 µM dafachronic acid response; activation, % at 6.8 µM; 1% of 370,000 active;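 active = activation above the mean over all tested compounds plus 3 SD, cut at about 0.9% in these data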;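 note: 0% = DMSO-only wells and 100% = 3 µM delta7-dafachronic acid wells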
SMARCA2 act: SMARCA2 function activation, primary screen; MG213 cells, MMTV-luciferase reporter, dexamethasone, overnight; activation, % at 9.1 µM; 1% of 370,000 active; in the data active = activation above about 7.8%;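 note: 0% = vehicle wells and 100% = reference activator wells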
DAX1 inh-1: NR0B1 (DAX1) inhibition | inhibition, % at 6.75 µM | AID 504766 | P51843 | HEK293 Gal4-DAX1 luciferase reporter, luminescence | 0.99% of 340,000 active;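 active = inhibition above the mean over all tested compounds plus 3 SD, cut at about 4.2% in these data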;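 note: 0% = DAX1-transfected cells with DMSO and 100% = empty-vector control cells with DMSO; inhibition shows as a rise in luminescence from relieved DAX1 repression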
Target sequence (P51843 207-470 limits assumed): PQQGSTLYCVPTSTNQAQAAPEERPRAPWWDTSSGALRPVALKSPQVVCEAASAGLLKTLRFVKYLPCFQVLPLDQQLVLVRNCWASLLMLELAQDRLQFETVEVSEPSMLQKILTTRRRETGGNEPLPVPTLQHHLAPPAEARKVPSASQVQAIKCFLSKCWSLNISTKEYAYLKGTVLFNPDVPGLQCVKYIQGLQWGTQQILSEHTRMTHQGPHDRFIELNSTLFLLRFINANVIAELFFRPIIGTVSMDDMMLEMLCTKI
hgDAF-12 ag: agonists of H. glycines DAF-12 nuclear receptor. HEK293 GAL4-hgDAF12 UAS-luciferase reporter, agonist luminescence; normalized to butyrate control. activation, % at 6.8 µM. 1.8% of 370,000 active. AID 687014;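 active = activation above a cutoff set at the mean of all screened compounds plus 3 SD, cut at about 10% in these data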;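 note: 0% = DMSO wells and 100% = sodium butyrate wells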
sPLA2-III inh: Blocks human group III sPLA2 activity. 0.56% of 370,000 active. inhibition, % at 12.2 µM. QFRET BODIPY PC-A2 liposome hydrolysis, fluorescence. Q9NZ20;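 active = inhibition above mean plus 3 SD of compounds lying within the high and low control bounds, cut at about 19% in these data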;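 note: 0% = median of test compound wells and 100% = no enzyme DMSO wells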
Target sequence (Q9NZ20 whole entry, looked up): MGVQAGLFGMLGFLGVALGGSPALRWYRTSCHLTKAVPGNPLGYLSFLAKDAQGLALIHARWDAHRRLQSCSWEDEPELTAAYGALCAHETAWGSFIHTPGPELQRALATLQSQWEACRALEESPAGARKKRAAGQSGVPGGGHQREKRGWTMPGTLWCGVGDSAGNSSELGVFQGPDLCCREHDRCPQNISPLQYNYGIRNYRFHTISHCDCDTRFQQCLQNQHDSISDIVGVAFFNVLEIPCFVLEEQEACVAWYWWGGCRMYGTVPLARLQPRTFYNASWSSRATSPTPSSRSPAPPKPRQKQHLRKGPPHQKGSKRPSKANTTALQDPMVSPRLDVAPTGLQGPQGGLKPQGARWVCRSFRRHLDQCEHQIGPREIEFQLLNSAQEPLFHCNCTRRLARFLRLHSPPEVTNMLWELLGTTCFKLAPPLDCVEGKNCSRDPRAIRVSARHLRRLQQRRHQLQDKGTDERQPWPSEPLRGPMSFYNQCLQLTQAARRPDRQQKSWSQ
proKLK7 act: proKLK7 (human) activation, primary screen. 0.9% of 370,000 active. AID 652039. activation, % at 7 µM. purified proKLK7, EDANS-DABCYL substrate fluorescence; 100% is mature enzyme control, 0% vehicle;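 active = activation above the mean of all tested compounds plus 3 SD, computed per campaign excluding outliers beyond control limits, cut at about 13% in these data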
Target sequence (P49862 whole entry, looked up): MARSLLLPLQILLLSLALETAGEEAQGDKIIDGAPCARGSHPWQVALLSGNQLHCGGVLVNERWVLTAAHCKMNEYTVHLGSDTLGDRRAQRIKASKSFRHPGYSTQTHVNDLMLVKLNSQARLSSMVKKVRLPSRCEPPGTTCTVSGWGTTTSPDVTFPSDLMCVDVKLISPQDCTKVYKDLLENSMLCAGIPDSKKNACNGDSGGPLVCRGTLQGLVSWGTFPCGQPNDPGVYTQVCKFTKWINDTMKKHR
DAX1 inh-2: DAX1 (NR0B1) inhibition, primary screen. AID 652010. 1.1% of 370,000 active. HEK293T StAR-luciferase reporter, SF-1/DAX-1 repression relief. inhibition, % at 6.8 µM;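 active = inhibition above the mean over all tested compounds plus 3 SD, cut at about 3.6% in these data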;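 note: 0% = DAX-1 cells with DMSO and 100% = cells lacking DAX-1 with DMSO; higher inhibition means more luminescence from relief of DAX-1 repression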
* hit, by the source's call; / = not tested or not shown; & = joins results of further samples.

Values run as follows: GC-A act | hcDAF12 agonist | FXN GAA850 act | GC-B act | ssDAF-12 act | SMARCA2 act | DAX1 inh-1 | hgDAF-12 ag | sPLA2-III inh | proKLK7 act | DAX1 inh-2
1	COc1ccccc1NCc1ccc([N+](=O)[O-])s1
    1 | -3.0 | -0.5 | 1 | -0.5 | -1 | 1.6 | 0.5 | 4 | 0.3 | -1.0
2	COc1ccc(CCNC(=O)c2cc(S(=O)(=O)N3CCOCC3)ccc2N2CCCC2)cc1OC
    3 | -1.4 | -1.2 | 1 | -1.3 | 0 | -1.1 | 2.5 | 8 | -0.5 | 0.4
3	CC1CCN(C(=O)CSc2nnc(CNC(=O)c3ccc(S(=O)(=O)N(C)C)cc3)o2)CC1
    -1 | -1.8 | 0.4 | -3 | -1.0 | 1 | -0.2 | -1.0 | -7 | -0.2 | -2.8
4	N#Cc1c(N)nc2c(c1N)CC(CCl)O2 (stereo unspecified)
    6 | -0.6 | 1.9 | 0 | -1.5 | 9.7* | 3.0 | 4.1 | 5 | 0.0 | -0.1
5	Cc1csc(NC(=O)CSc2ncc(-c3ccccc3)[nH]2)n1
    0 | -0.4 | -0.5 | -5 | -1.3 | -1 | 0.5 | 2.4 | -6 | 0.8 | 0.4
6	CC(=O)c1ccc(OCc2cc(C(=O)NCCc3ccc(Cl)cc3)no2)cc1
    3 | 1.3 | -1.0 | -1 | -0.1 | 3 | -0.1 | 3.0 | -3 | 0.2 | 0.8
7	CC(C)(C)c1ccc(C(=O)NC(Cc2ccccc2)C(=O)O)cc1 (stereo unspecified)
    1 | -0.9 | -1.9 | -8 | -1.4 | 0 | 1.9 | 2.6 | 2 | 0.7 | -0.8
8	COc1cc(N2CCOCC2)ncn1
    1 | -0.2 | 1.7 | 7 | -0.1 | -1 | 4.8* | 0.8 | 5 | -0.1 | 0.0
9	Cc1cc(C(=O)CN2C(=O)C(=O)N(Cc3ccco3)C2=O)c(C)n1CCc1ccccc1
    -5 | -1.1 | -2.4 | 8 | -0.7 | -1 | 0.6 | 7.7 | -7 | -0.7 | -2.6
10	COc1ccc(NC(=S)N(CCc2nc3cc(C)c(C)cc3[nH]2)Cc2cccnc2)cc1
    -1 | -0.8 | -1.9 | -1 | -0.7 | -2 | -0.1 | -1.3 | 2 | 0.0 | 0.1
11	CC(C)C[C@@H]1CN(CCCC[C@H]2CNC(=O)C(=O)N2CCC2CCCCC2)C(=O)C(=O)N1CC1CCCCC1
    2 | -0.2 | / | -8 | -1.2 | 2 | / | 4.4 | -3 | -0.3 | -0.1
12	COCc1cccc(-c2csc(C(C)(NC(C)=O)c3ccc(OC)cc3)n2)c1 (stereo unspecified)
    -1 | -1.6 | 0.7 | 3 | -0.9 | -2 | / | 2.2 | -6 | -0.3 | -0.1
13	O=[N+]([O-])c1cccc2[nH]ncc12
    0 | -0.4 | 1.6 | -4 | -0.9 | 3 | 1.6 | 0.3 | -4 | 0.0 | -1.0
14	COc1cc(C(=O)Nc2ccc(C#N)cc2)c([N+](=O)[O-])cc1OC
    -2 | -0.7 | 4.0 | 9 | -1.2 | -1 | 0.4 | 0.1 | 3 | 0.5 | -0.3
15	O=C1C2C3CCCC3=C3CCCC3C2C(=O)N1c1cccc(Cl)c1 (stereo unspecified)
    -1 | 0.9 | 2.6 | -1 | -1.0 | -2 | -0.3 | 1.8 | -9 | 0.3 | 0.1
16	COc1c(C)cccc1C(=O)NC(=S)Nc1ccccc1N1CCCC1
    -9 | 1.8 | 0.1 | -2 | -0.5 | 3 | -0.1 | -1.0 | 3 | -0.2 | 0.8
17	CN(CCC#N)S(=O)(=O)c1ccc2[nH]cc(C(=O)NCCc3ccccc3)c(=O)c2c1
    -4 | -1.6 | -1.1 | -8 | -1.2 | 0 | -1.7 | -4.9 | -22 | -12 | -1.1
18	CCCC1CCC2(CC1)CCC2OC(=O)Nc1c(OC)cccc1OC (stereo unspecified)
    -10 | 0.0 | / | -1 | -1.1 | / | / | 1.7 | 11 | / | /
19	O=C(c1c(F)cccc1F)N1CCN(S(=O)(=O)c2ccc3c(c2)OCCO3)CC1
    0 | -0.8 | 1.7 | 2 | -1.1 | 0 | -0.1 | 2.7 | -4 | -0.6 | -0.6
20	COc1ccccc1N=Nc1c(C)n[nH]c1C
    4 | -2.5 | 1.2 | 4 | -1.2 | -3 | -0.3 | 1.3 | 0 | 0.0 | 0.3
21	COC(=O)c1cccc2c([N+](=O)[O-])c(NC(C)=O)cc(C(=O)OC)c12
    -1 | -0.4 | / | -6 | -0.6 | 4 | / | 3.9 | 1 | -0.2 | 0.2
22	CC(=O)c1ccc(NC2c3ncccc3C(=O)N2Cc2ccc(F)cc2)cc1 (stereo unspecified)
    3 | -0.4 | -0.5 | 4 | -0.7 | 3 | -0.7 | -1.6 | -5 | -0.3 | -0.9
23	COC(=O)c1cccc(NC(=O)C(C)(C)C)c1
    5 | 1.3 | 1.3 | 3 | -1.2 | 2 | -1.5 | 1.0 | 5 | 0.1 | -0.4
24	N#Cc1cccc(NC(=O)CSc2sc3c(O)cc(=O)[nH]c3c2C#N)c1
    1 | 0.0 | 0.6 | 1 | -0.8 | 0 | 1.8 | 0.0 | 2 | -1.6 | -0.3
25	COc1cc(NS(=O)(=O)c2ccc(NC(=O)/C=C/C(=O)O)cc2)nc(OC)n1
    2 | 1.2 | 1.8 | 11 | -0.8 | 1 | 0.6 | 3.7 | 0 | 0.1 | 0.1
26	CCOC(=O)C1(C(=O)OCC)C(c2ccccc2)CC(O)N1C(C)=O (stereo unspecified)
    1 | -2.7 | 1.2 | -3 | -1.0 | -1 | -0.2 | 0.1 | 1 | -0.1 | 0.3
27	COc1ccc(NC(=O)CSc2nnc(CCC(=O)Nc3ccc(C)c(Cl)c3)n2C)cc1
    -1 | -1.0 | 5.0 | 0 | -1.1 | 0 | -0.3 | -1.4 | -11 | -0.5 | 0.0
28	CC(C)c1cccc(C(C)C)c1NC(=O)COC(=O)c1ccc(OCC(=O)Nc2cccc(C(F)(F)F)c2)cc1
    -3 | 0.1 | 2.8 | 5 | -0.9 | 2 | -0.4 | 0.8 | 0 | 0.4 | 0.1
29	C=CCn1c(CC(C)(C)C)nc2ccccc21
    -5 | -2.2 | 3.7 | 2 | -0.9 | 1 | -0.2 | -0.4 | 1 | 0.2 | 0.0
30	CN(CC(=O)Nc1ccc(F)cc1)C(=O)COC(=O)C1CCN(c2ccc(C(F)(F)F)cn2)CC1
    -3 | -1.1 | 4.4 | -2 | -0.2 | 0 | 1.6 | 3.9 | -12 | 0.4 | -1.7
31	COc1cc2cc(CCCO)oc(=O)c2cc1OC
    3 | -2.1 | 2.4 | 2 | -1.3 | 2 | -0.5 | -0.7 | 6 | 0.2 | 0.1
32	C1=C(c2sc3ccccc3c2-c2ccc(OCCN3CCOCC3)cc2)CCCC1
    -2 | -1.8 | 0.9 | -2 | -1.4 | 1 | 0.1 | 1.1 | -7 | -0.3 | -0.5
33	Cc1ccc(S(=O)(=O)N(C)c2ccc(C(=O)Nc3ccc(C)cn3)cc2)cc1
    1 | -1.7 | 2.2 | 4 | -0.9 | 0 | -1.4 | 0.7 | -1 | 0.5 | 0.3
34	COc1ccc(OC)c(NC(=O)CSc2nnc3ccc(-c4ccncc4)nn23)c1
    8 | -0.6 | 0.7 | 5 | -1.8 | -1 | 0.2 | -2.6 | -1 | 0.3 | -0.2
35	O=C(O)c1cc(-c2ccccn2)n[nH]1
    -2 | -1.8 | 1.3 | 5 | -1.5 | 0 | -0.4 | 0.2 | 7 | -0.5 | -0.4
36	Cc1ccc(C(O)c2ncc(-c3ccc(Cl)cc3)[nH]2)cc1F (stereo unspecified)
    1 | 0.0 | -2.9 | -3 | -0.8 | -4 | / | 5.1 | -4 | 0.1 | 0.5
37	CN(C)CCC(c1ccccc1)c1ccccn1 (stereo unspecified)
    -3&-1&-4 | -1.0&-0.9&-1.4 | -0.8&1.4&-0.6 | -1&4&-3 | -1.1&-0.7&-1.6 | -5&0&-3 | -1.5&-1.5&-0.2 | 3.8&0.6&0.2 | 0&-4&3 | -0.3&-0.8&-0.4 | -0.7&0.2&1.3
38	CCCN(C(=O)CSc1nnnn1-c1ccccc1OC)C1CCS(=O)(=O)C1 (stereo unspecified)
    4 | -0.2 | 2.1 | 2 | -1.0 | -1 | 0.8 | 0.7 | 3 | 0.0 | 0.8
39	O=[N+]([O-])c1cccnc1Oc1cc(Cl)c(Cl)cc1Cl
    10 | 0.4 | 1.4 | 0 | -0.9 | 3 | 1.2 | 1.1 | -4 | -0.1 | -1.8
40	CN1CCN(C(=O)c2cc3c(C(F)(F)F)nn(C)c3s2)CC1
    5 | -1.5 | -1.8 | 2 | -0.8 | 0 | 0.5 | -1.1 | 5 | -0.8 | 0.7
41	Cc1nc(SCC(N)=O)c([N+](=O)[O-])[nH]1
    0 | 0.3 | -2.4 | 2 | -1.5 | -1 | 0.5 | -1.3 | 1 | -0.5 | 0.5
42	COC(=O)c1ccc(CNC(=O)COC(=O)COc2ccc(OC)cc2)cc1
    -4 | -0.8 | -3.3 | -9 | -0.5 | -1 | 1.9 | -2.4 | -1 | -0.3 | -0.4
43	O=C(OCC(O)COC(=O)c1cccnc1)c1cccnc1
    2 | -0.1 | 0.6 | 2 | -1.5 | -2 | 1.9 | 0.2 | -2 | -0.1 | -0.4
44	CN(C(=O)c1cccc(NC(=O)Cc2ccc(NC(=O)C3CCCN(C(=O)C4CC4)C3)cc2)c1)C1CCCCC1 (stereo unspecified)
    2 | -1.9 | -3.3 | 2 | -1.4 | -4 | 1.7 | -1.1 | -12 | 0.3 | -1.6
45	O=[N+]([O-])c1ccccc1S(=O)(=O)NCc1ccco1
    -1 | -2.0 | 2.1 | 5 | 0.0 | -3 | / | -2.2 | -3 | -0.3 | 0.1
46	O=C(NCCc1ccc2c(c1)OCCO2)c1cc(S(=O)(=O)N2CCCC2)ccc1Cl
    0 | -0.1 | -1.8 | 2 | -0.9 | -3 | -0.4 | -4.7 | 1 | 0.5 | -1.1
47	COc1cc(/C=N\NS(=O)(=O)c2ccccc2)cc(OC)c1OC
    1 | 0.5 | 2.1 | -8 | 0.0 | 0 | 1.0 | 0.7 | -4 | 0.0 | 0.7
48	O=[N+]([O-])c1cc(/C=N/O)ccc1SCc1ccccc1Cl
    5 | -1.5 | 4.5 | -1 | -1.0 | -1 | 0.0 | -0.6 | -11 | 0.2 | -0.9
49	COc1ccc2c(CN3CCN(c4ccccc4OC)CC3)cc(=O)oc2c1
    -2 | -0.1 | / | -2 | -1.5 | -6 | / | -2.1 | 5 | -0.3 | 1.4
50	O=C(CSC1CS(=O)(=O)c2cc([N+](=O)[O-])ccc21)NNC(=O)c1ccccc1 (stereo unspecified)
    -2 | 0.9 | -0.4 | 0 | -0.9 | 0 | 0.5 | -0.3 | -3 | -0.1 | -1.0
51	Cc1ccc(NC(=S)NNC(=O)CCn2cc(C)cn2)cc1
    1 | -1.7 | -4.4 | 0 | -1.4 | 0 | 2.3 | -0.4 | -4 | 0.0 | -0.8

High-throughput results from PubChem.
